HSP90 refold inh: inhibitors of HSP90 luciferase refolding in rabbit reticulocyte lysate; luciferase refolding luminescence, 3 h; inhibition, % at 5.6 µM; 290,000 compounds, 0.91% hits;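 active means inhibition above the screen-wide mean plus 3 SD, computed separately per campaign, cut at about 16% in these data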;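 further: 0% = DMSO wells and 100% = 60 µM geldanamycin wells; inhibitors lower the luminescence because luciferase stays unfolded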
aSyn 5UTR inh: MLPCN primary screen, SNCA 5' untranslated region; alpha-synuclein 5'UTR reporter, inhibitor activity; inhibition, % (tested at 7.5 µM); 300,000 compounds, 0.82% hits; in the data active means inhibition above about 60%; inconclusive means no clear call, values can overlap the other calls;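 further: H4 neuroglioblastoma cells stably carrying SNCA 5'UTR luciferase fusion; 0% = DMSO wells and 100% = positive control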
HSF-1 act: increases HSF-1 driven luciferase reporter signal. NIH3T3-HGL HSF-1 luciferase reporter, MG132, 8 h; 100% = twice DMSO control signal. activation, % at 9 µM. 300,000 compounds, 1.7% hits. AID 504408;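 active means mean replicate activation of at least 50% with a set share of replicates each reaching 50%; inconclusive means only one of those two conditions met; inactive means mean below 50% and too few replicates reaching it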;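 further: 0% = median of the neutral control wells and 100% = twice that signal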
IEC-6 tox: IEC-6 cytotoxicity, counter-screen for KLF5 inhibitors; luminescence viability; inhibition, % at 5 µM; 290,000 compounds, 0.78% hits; in the data active means inhibition above about 22%;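 further: 0% = plate median of test compound wells and 100% = cytotoxic reference compound wells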
SKKanGAS inh: SKKanGAS growth inhibition | 300,000 compounds, 1.3% hits | inhibition, % at 7.5 µM | S. pyogenes SKKanGAS, kanamycin growth, BacTiter-Glo, 6 h | AID 1662;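 active means mean replicate score, as percent of positive control median, at least 50; inconclusive means mean below 50 but one replicate at or above 50; inactive means mean and every replicate below 50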;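 further: strain carries kanamycin resistance gene driven by streptokinase promoter and grows in 40 µg/ml kanamycin; loss of luminescence reflects streptokinase promoter inhibition or plain growth inhibition; 0% = median of DMSO wells and 100% = positive control at its reference dose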
HSF1 inhib: HSF1 inhibition; NIH3T3-HGL HSE-luciferase, MG132-induced, luminescence 8 h; stronger effect = lower value; activity change, negative = inhibition, % at 7.5 µM (by protocol); 300,000 compounds, 0.77% hits; AID 2098;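 active means more than half of replicate wells show activity change below -50%, luminescence cut by over half; inconclusive means some wells, but at most half, below -50%; inactive means no replicate well below -50%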;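 further: luciferase reports HSF-1 transcriptional activity via heat shock element; 0% = median of DMSO wells and -100% = zero luminescence signal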
Platelet DG rel: modulates dense granule release in human platelets | human platelet-rich plasma, SFLLRN dense granule ATP release, luminescence | inhibition, %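 (compounds screened at 7.5 µM in platelet-rich plasma)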 | 300,000 compounds, 0.22% hits | AID 1663;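 active means mean replicate score, as percent of positive control, at or above 50; inconclusive means mean below 50 but at least one replicate at or above 50; inactive means mean and every replicate below 50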
KLF5 inhibitor: inhibitors of KLF5 expression | 290,000 compounds, 0.23% hits | inhibition, % at 5 µM | AID 1700 | DLD-1 KLF5 promoter-luciferase reporter, luminescence;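 active means inhibition above a per-plate limit of that plate's mean compound inhibition plus 3 SD, cut at about 60% in these data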;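 further: 0% = DMSO wells and 100% = LY294002 at 200 µM; higher means less KLF5 promoter-driven luciferase light; inactives centre near -14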
HIF activator: HIF pathway transcriptional activation; U2OS HRE-luciferase reporter, luminescence; normalized: DMSO 0%, desferrioxamine 100%; activation, % at 7.5 µM (by protocol); 300,000 compounds, 0.32% hits;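 active means mean activation of at least 10% of the iron chelator positive control signal, with at least half of replicates also reaching 10%; inconclusive means mean and replicate majority disagree about reaching 10%; inactive means mean and most replicates under 10%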
AI-2 QS modul: modulates the Vibrio harveyi AI-2 quorum sensing system; Vibrio harveyi JMH597 AI-2 luminescence/OD600 ratio, 9 h; stronger effect = lower value; strain lacks LuxN and CqsS sensors; 0 = neutral-control median; activity change, % at 7.5 µM; 300,000 compounds, 0.4% hits; AID 2094; in the data active means activity change below about -75%, passing the limit was not always enough; inconclusive means no clear call, values can overlap the other calls;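 further: luminescence divided by OD600 gain over 9 h not by final OD600 alone; inactives centre near 13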
Active calls of the source: *; ? = inconclusive; . = no result given.

Molecule,HSP90 refold inh,aSyn 5UTR inh,HSF-1 act,IEC-6 tox,SKKanGAS inh,HSF1 inhib,Platelet DG rel,KLF5 inhibitor,HIF activator,AI-2 QS modul
CCn1cc(CN(C)C(=O)CSc2nc(-c3ccco3)cc(C(F)(F)F)n2)c(C)n1,-2,-13,-3,-1,0,0,2,-41,0.0,9
COc1ccc(OC)c(-c2cn(S(=O)(=O)c3ccccc3)nc2N)c1,7,-13,26,5,5,7,-9,-4,-0.3,-15
COc1ccc(Cl)cc1NC(=O)CCS(=O)(=O)c1ccc(Br)cc1,-2,10,16,-3,-1,7,20,-27,0.6,18
CCCSc1nnc(NC(=O)Nc2ccccc2OC)s1,11,-144,9,5,26,15,3,-12,2.6,-5
Cc1ccc(Cn2cc(C(=O)NN)c(=O)c3ccc(F)cc32)cc1,3,9,10,-2,14,13,-1,-20,0.7,17
NC(=O)C1CCN(CC(O)CSc2ccccc2)CC1 (stereo not given),-1,10,-11,-3,3,4,-9,-18,0.1,9
Cc1ccc(OCc2nnc(SCC(=O)C(C)(C)C)n2Cc2ccco2)cc1,0,10,19,-1,-6,-4,-6,-14,0.0,24
O=C(NCCS(=O)(=O)N1CCN(c2ccc(F)cc2)CC1)C1CC(=O)N(c2ccccc2)C1 (stereo not given),-6,14,-5,-1,1,-5,5,-10,0.2,9
Cc1[nH]n(C(N)=S)c(=O)c1N=Nc1ccc2ccccc2c1,1,-147,?,1,25,37,5,-116,2.3,11
CCN1CCN(CC(O)COc2cccc(OC)c2)CC1 (stereo not given),2,-8,-1,6,0,-5,-7,-25,-0.3,12
COC(=O)CSc1cc(C)nc(SC)n1,-3,15,1,-2,-1,-2,5,-20,0.0,35
CCS(=O)(=O)c1ccc2c(c1)N(S(C)(=O)=O)CC(C(=O)NCCOC)O2 (stereo not given),4,3,8,-7,2,1,-2,-2,0.1,25
COc1cc(C2CC(=O)c3cnc(N)nc3C2)cc(OC)c1OC (stereo not given),1,16,-10,-1,-2,0,1,-17,0.6,3
CC(=O)Nc1ccc(C(=O)Nc2cccc(S(=O)(=O)NC3=NCCC3)c2)cc1,.,5,-10,.,6,4,3,.,0.0,11
O=C(Nc1ccc2snnc2c1)N1CCCCC1,-1,-21,30,-7,0,2,-12,-69,0.3,22
O=C(Cn1nc(-c2cccc(Cl)c2)ccc1=O)Nc1cccnc1,1,24,18,-2,-12,9,8,-19,0.0,-2
COc1ccc(OC)c(C(c2c(O)nc(SC)[nH]c2=O)c2c(O)nc(SC)[nH]c2=O)c1,0,-3,18,-4,-2,4,-7,-23,0.0,.
Cc1cccn2c(=O)c3cc(C(=O)NC4CCCCC4)c(=N)n(Cc4ccccc4)c3nc12,2,33,5,4,19,7,2,-14,-0.4,23
O=C(NCc1ccco1)c1ccc(-c2csnn2)cc1,-2,-45,5,-1,0,3,10,-30,0.7,18
COCCNC(=S)N(CCc1c(C)[nH]c2ccccc12)Cc1ccco1,4,4,26,3,0,23,-1,-18,-2.3,-2
CCN(CC)c1ccc(/C=C/c2cccc[n+]2C)c(OC)c1,-3,?,-1,28*,13,-5,9,19,3.7,-9
Cc1ccc(C(=O)NCC(=O)Nc2cccc(S(=O)(=O)NC3=NCCCCC3)c2)cc1C,4,11,-14,-1,7,-3,1,-3,0.0,24
O=C(CC(=O)NCc1ccc(Cl)cc1)NCc1ccc(Cl)cc1,-2,16,23,4,-8,2,1,-19,-0.1,13
O=C(c1ccccn1)N1CCCC(N2CCN(c3ccccc3)CC2)C1 (stereo not given),-5,-2,-1,1,2,-4,-1,-27,0.3,5
COc1cc2c(C)nc3c(cnn3-c3ccccc3)c2cc1OC,2,-240,22,-3,-30,22,4,-21,3.0,25

Molecule,HSP90 refold inh,aSyn 5UTR inh,HSF-1 act,IEC-6 tox,SKKanGAS inh,HSF1 inhib,Platelet DG rel,KLF5 inhibitor,HIF activator,AI-2 QS modul
Cc1c(Cl)c([N+](=O)[O-])nn1CCCC(=O)Nc1sc2c(c1C(N)=O)CCC(C)C2 (stereo not given),4,-44,14,-3,3,8,7,-10,0.1,7
Cc1cc(Nc2cccc(Cl)c2)c2ccccc2n1,-2,4,16,7,0,-1,-1,14,0.4,14
COc1cccc(-c2cc(C(F)(F)F)n3nc(C(=O)N4CCCCC4c4cccnc4)cc3n2)c1 (stereo not given),-1,.,.,-8,.,.,.,-9,.,12
COc1ccc(N2CCc3c(C)nc4c(OC)cc(OC)cc4c32)c(OC)c1,-2,31,-18,1,0,-9,1,-10,-0.7,4
CCOC(=O)Cc1nn(Cc2ccc(Cl)cc2)c(=O)c2ccccc12,3,24,8,7,20,10,17,8,0.1,15
CCC1CCc2sc(C(=O)N3CCN(c4ccccn4)CC3)cc2C1 (stereo not given),3,-10,-12,5,6,6,-1,-5,0.0,4
CCn1c2ccccc2c2cc(NC(=O)C(=O)N3CCOCC3)ccc21,-3,-63,30,3,-6,8,8,-31,1.2,18
O=C(NCc1ccccc1)c1nc2ccccc2s1,0,-17,16,4,3,7,9,-17,1.3,?
Cc1ccc(C(C(=O)NC2CCCCC2)N(C(=O)CCCC(=O)Nc2ccccn2)c2ccc3c(c2)OCCO3)cc1 (stereo not given),-1,-3,2,6,-2,-2,0,22,-0.2,38
Cc1ccc(C(=O)N2CCCC(c3nc4c(nnn4Cc4ccccc4)c(=O)[nH]3)C2)cc1 (stereo not given),1,-2,7,-1,.,2,1,-26,0.2,2
CC1Oc2ccccc2N(CC(=O)Nc2ccc3c(c2)OCCO3)C1=O (stereo not given),0,-77,-13,-2,-7,-11,3,-30,0.2,14
CCOC(=O)C1CCCN(C(=O)CCc2ccccc2)C1 (stereo not given),0,-1,1,-3,-13,-1,11,-28,-0.1,26
Cc1ccc(O)c(NC(=S)NC(=O)c2ccc(-c3ccc(Cl)cc3)o2)c1,0,17,13,-6,96*,5,-8,2,-0.1,37
O=C(NCCOc1ccccc1)C1CCCN1C(=O)c1cccs1 (stereo not given),-4,15,-30,-6,-2,-17,-1,9,-0.1,37
N#CCC(=O)N/N=C/c1cc(-c2ccccc2)n(-c2ccc(Cl)cc2)c1-c1ccccc1,2,13,1,1,32,3,-11,-35,-0.7,31
CCOc1cc(NC(=O)c2cnccn2)c(OCC)cc1NC(=O)c1cccc(F)c1,-1,13,35,2,-6,1,-2,-21,-0.4,12
CCOC(=O)c1c(C)[nH]c(C(=O)CSc2nnnn2-c2ccccc2)c1C,2,1,16,3,-2,3,9,-1,0.4,16
COc1ccc(Cl)cc1S(=O)(=O)n1c([N+](=O)[O-])cnc1C,2,-5,-2,1,-4,9,-1,-20,-0.3,16
Cc1cc2c(N)cccc2nn1,2,-19,-1,-16,-3,-5,-10,3,-0.8,0
O=C(NCCCn1ccnc1)c1ccc(Cl)cc1[N+](=O)[O-],-1,-22,0,0,1,-1,2,-7,0.0,19
CCOC(=O)N1CCN(S(=O)(=O)c2ccc(F)c(C(=O)Nc3ccc(C(C)C)cc3)c2)CC1,2,-9,69*,-1,1,28,-16,-3,0.3,15
CC(C)OC(=O)c1c(NC(=O)c2ccco2)sc2c1CCCC2,1,20,6,12,-1,-5,0,18,-0.1,22
O=S(=O)(NC1c2cccc3cccc(c23)C1Sc1ncccn1)c1ccc(Cl)cc1 (stereo not given),2,16,5,9,17,5,-4,-10,-0.1,11
Cc1cccc(N2CCN(C(=O)COCc3cc(-c4ccc5c(c4)OCO5)on3)CC2)c1C,3,-17,-4,-2,15,-8,1,-23,-0.5,25
O=C(CSc1nnc(CNC(=O)c2ccco2)o1)Nc1ccc(Cl)cc1,-2,-20,17,-1,-3,3,-9,-4,-0.2,14

Molecule,HSP90 refold inh,aSyn 5UTR inh,HSF-1 act,IEC-6 tox,SKKanGAS inh,HSF1 inhib,Platelet DG rel,KLF5 inhibitor,HIF activator,AI-2 QS modul
Cc1ccc(OCC(=O)Nc2ccc(S(=O)(=O)N(C)C3CCN(C)CC3)cc2)c(C)c1,1,4,6,-4,12,0,2,-42,-1.4,-7
Cc1cccc(NC(=O)c2cc3ccccc3c(=O)o2)n1,.,-191,43,.,-9,26,12,.,2.1,-3
CCN1CCN(Cc2c(OC)ccc3ccccc23)CC1,1,10,2,-6,7,-1,2,-27,-0.5,-2
C/C(=N\NC(=O)c1nnn(-c2nonc2N)c1CN1CCC(C)CC1)c1cccc(Br)c1,-3,-18,-8,1,3,-2,7,-7,-0.5,11
CCC(=O)NC(c1ccccc1)c1c(OC(C)=O)ccc2ccccc12 (stereo not given),1,-9,7,-1,-12,1,1,-4,0.3,23
CCN(CC)C(=S)SCC(=O)c1ccc(Br)cc1,-2,-110,49,-6,5,21,-4,-47,1.2,21
O=c1[nH]c(N2CCOCC2)nc2ncn(Cc3ccccc3)c12,-2,9,1,0,-3,2,10,-40,-0.1,9
CC[C@H](C)Cc1cn([C@@H](CCCN=C(N)N)C(=O)NCCCCCCCCCCC(=O)N2CCNCC2)nn1,.,0,4,.,15,2,-8,.,-4.0,-10
O=C(OCc1cccc([N+](=O)[O-])c1)c1ccncc1,0,-10,-5,6,-7,-8,2,-14,0.0,1
COc1ccc(OC)c(C2C(C(=O)c3cccs3)=C(O)C(=O)N2c2cc(C)on2)c1 (stereo not given),2,-49,9,-3,0,7,-5,3,-1.4,17
Cc1c(C(=O)NCCC2=CCCCC2)sc2ncnc(N3CCCCC3C)c12 (stereo not given),-3,-4,-22,-4,-4,-3,-14,-9,0.2,-68
Cc1oc2c(cc(NS(=O)(=O)c3ccc(Cl)cc3)c3ccccc32)c1C(=O)O,-5,.,.,-2,.,.,.,-7,.,21
O=c1[nH]c2ccccc2n1CCCOc1ccccc1,-2,-10,18,1,-4,2,-1,-27,-1.4,?
O=C(Nc1nccs1)c1ccc(S(=O)(=O)N2CCOCC2)cc1,0,-5,20,-1,14,8,-6,-8,-0.2,19
Cc1ccccc1C(=O)NC1CCN(C(=O)Nc2ccccc2Cl)CC1,4,2,-2,5,4,-3,-9,-9,-0.6,16
CN=c1scc(C)n1/N=C/c1ccc(O)c(O)c1O,-2,-25,9,-8,8,-11,16,-1,-0.2,43
CN1C/C(=C/c2ccncc2)C(=O)/C(=C/c2ccncc2)C1,3,-50,-14,-2,-11,1,8,-18,1.5,.
CCCc1cc2c(cc1NC(=O)c1ccco1)OCO2,1,-28,-2,10,-1,3,0,-12,-0.8,12
COc1ccc(C(=O)CC(=O)Nc2ccc([N+](=O)[O-])cc2)cc1,-4,-50,20,3,4,7,3,-36,-0.4,-90*
Clc1cnc(N/N=C/c2ccco2)c(Cl)c1,10,-10,5,0,-3,-2,-1,-140,0.3,19
Cc1cc(NC(=O)CSc2nc3c([nH]c4ccccc43)c(=O)n2-c2cccc(C(F)(F)F)c2)no1,-1,17,-9,2,23,-2,4,1,0.4,14
CCc1nc(N)nc2c1C(=O)CC(C)(C)C2,4,18,-19,3,3,-8,1,-11,0.0,23

Compound activity from PubChem BioAssay.
